Compound activity from PubChem BioAssay.
ELG1 DNA repair – blocks ELG1-dependent DNA repair in HEK293T cells | AID 504467 | HEK293T ELG1-luciferase reporter, luminescence, 16 h; DNA damage induced by 5-fluorouridine | Potency, µM (doses to about 46.1 µM), for the others: top-dose activity change, negative = inhibition, hits mostly inhibitors | 2.3% of 330,000 active; also: potency is read from the fitted curve at half-maximal effect; % is scaled to controls: 0 for no effect and ±100 for the full control effect; nearly all actives have a fitted effect of over 55% in size
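Quantitative HTS, concentration-response format. 2,000 cells/well co-treated with 5-fluorouridine and compound, 16 hr in 5% CO2 at 37 °C; ONE-Glo luminescence read after 30 min.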
TSHR antag – blocks TSH signaling through the human TSH receptor; P16473; TSHR-expressing cells, TSH-stimulated cAMP HTRF, 2 h; hits give low values; activity change, negative = inhibition, % at 11.5 µM; 0.2% of 330,000 active; AID 504810;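 active = activity change below a set negative limit, meaning inhibition stronger than a set level, cut at about -70% in these data; inconclusive = activity change between two set negative limits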; also: % is scaled to controls: 0 for no effect and ±100 for the full control effect
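Inhibition of cAMP made by TSHR-expressing cells under TSH stimulation (4nM final, EC80; 2 h, 37 deg C) is quantified with a one-step lysis HTRF kit, anti-cAMP cryptate versus cAMP-d2.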
TCR activator – activates T cell receptor signaling | primary human leukocytes, anti-CD3, IL-2 HTRF, 48 h | Potency, µM (highest dose often 9.22 µM), inactives show at the top dose activation of IL-2 secretion, most hits filed as activators | 330,000 tested, under 10 active; also: % of control where 0% means no effect
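Primary human leukocytes receive a-CD3 beads and test compound and are incubated 48 hr. Secreted IL-2 is then assayed by HTRF, measuring 665nm acceptor emission after 320nm excitation of the europium donor.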
TSG101-PTAP inh – blocks PTAP/TSG101 interaction to inhibit HIV-1 budding; Potency, µM (highest dose often 115 µM), for inactives: top-dose activity change, negative = inhibition, usual class: inhibitors; 340,000 tested, under 10 active; AID 493005; Fluorescence polarization, FITC-PTAP peptide / Tsg101 binding; active = well fitted inhibition curve with a large enough effect in the main read-out, with a control signal flat, not every such curve was filed as active; inconclusive = small, poorly fitted or top-dose-only effect, or effect the other way, or a change in a side signal; inactive = no such curve, though single readings can be large or run the other way; also: potency is read from the fitted curve at half-maximal effect; % of control where 0% means no effect
Target sequence (Q99816 whole entry, looked up): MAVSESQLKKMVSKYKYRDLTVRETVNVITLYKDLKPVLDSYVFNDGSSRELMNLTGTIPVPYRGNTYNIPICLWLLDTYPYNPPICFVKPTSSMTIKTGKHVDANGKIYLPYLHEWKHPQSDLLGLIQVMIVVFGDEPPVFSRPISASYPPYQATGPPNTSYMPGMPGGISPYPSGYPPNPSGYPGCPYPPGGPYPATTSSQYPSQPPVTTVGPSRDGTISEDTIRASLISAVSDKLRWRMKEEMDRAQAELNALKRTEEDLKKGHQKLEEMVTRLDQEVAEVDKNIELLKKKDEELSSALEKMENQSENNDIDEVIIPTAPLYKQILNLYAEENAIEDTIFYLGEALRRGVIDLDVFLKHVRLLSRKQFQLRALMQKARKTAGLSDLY
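FP read-out: FITC-PTAP peptide, 50 nM final, binding Tsg101 binding domain, 10 uM final; 20 min, r.t.; 10 mM HEPES pH 7.5, 0.15 M NaCl, 0.01% Tween 20, 3 mM EDTA, 0.1 mM TCEP.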
Tb PFK inh – T. brucei PFK enzyme inhibition | Potency, µM (doses to about 57.5 µM), inactives show at the top dose activity, negative = inhibition, hits mostly inhibitors | AID 485367 | T. brucei PFK, ADP-Glo luminescence | 0.17% of 330,000 active;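 also: potency is read from the fitted curve at half-maximal effect; 0% = uninhibited 1x PFK enzyme wells and -100% = no-enzyme wells; nearly all actives have a fitted effect of over 60% in size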
Target sequence (O15648 whole entry, looked up): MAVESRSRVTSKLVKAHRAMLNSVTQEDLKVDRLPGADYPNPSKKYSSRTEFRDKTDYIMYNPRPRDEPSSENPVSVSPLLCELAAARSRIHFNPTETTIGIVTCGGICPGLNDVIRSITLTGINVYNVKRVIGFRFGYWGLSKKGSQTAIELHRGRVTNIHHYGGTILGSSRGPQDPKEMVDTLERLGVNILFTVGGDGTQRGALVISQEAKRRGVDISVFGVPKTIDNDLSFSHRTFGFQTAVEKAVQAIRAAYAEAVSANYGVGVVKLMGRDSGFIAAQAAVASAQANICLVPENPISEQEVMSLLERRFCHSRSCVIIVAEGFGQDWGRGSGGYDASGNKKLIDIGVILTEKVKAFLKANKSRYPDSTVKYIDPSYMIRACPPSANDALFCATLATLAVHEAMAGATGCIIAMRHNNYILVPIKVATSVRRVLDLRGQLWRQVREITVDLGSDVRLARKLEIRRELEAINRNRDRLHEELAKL
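Activity is normalized to no-enzyme wells (full inhibition) and 1.25 nM enzyme wells (no inhibition). Reaction: 0.5 mM F6P, 0.1 mM ATP, 45 min RT, ADP-Glo luminescence; concentration-response curves fitted and classed by quality.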
B2AR arrestin – recruits beta-arrestin to the human beta2-adrenergic receptor | P07550 | beta-arrestin recruitment to beta2AR, cell-based reporter | Potency, µM (series often up to 46.1 µM), inactives show at the highest dose activation, hits mostly activators | 0.02% of 330,000 active;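 also: potency is read from the fitted curve at half-maximal effect; 0% = DMSO controls and full agonism = EC100 isoproterenol or metaproterenol; nearly all actives have a fitted effect of over 65% in size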
USP2a inh – inhibitors of human ubiquitin-specific protease USP2a. Potency, µM (top dose mostly 38.3 µM), for the others: at the highest dose activity change, negative = inhibition, most hits filed as inhibitors. USP2 core, Ub-CHOP2 coupled fluorogenic reporter, 485/531. AID 463254. 0.01% of 330,000 active;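 also: potency is read from the fitted curve at half-maximal effect; plate controls were DMSO wells for no effect and full inhibition by NEM control for full effect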
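USP2 core (10nM final) preincubated 30min RT with compound in 20mM Tris-HCl pH 8.0, 2mM CaCl2, 2mM beta-mercaptoethanol, 0.05% CHAPS; 25nM Ub-CHOP2 plus 25nM reporter substrate added, fluorescence (Ex485/Em531) read after 60min.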
Eya2 inh – blocks the phosphatase activity of human Eya2; O00167; recombinant Eya2, OMFP fluorescence dephosphorylation (OMFP is methylfluorescein phosphate); Potency, µM (highest dose often 76.9 µM), inactives show top-dose activity, negative = inhibition, usual class: inhibitors; 0.006% of 330,000 active; AID 488837; also: potency is read from the fitted curve at half-maximal effect; % is scaled to controls: 0 for no effect and ±100 for the full control effect
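Eya2 protein (added as 0.2 uM solution) was preincubated with compound for 10 min at ambient temperature in 50 mM HEPES pH 7.5, 50 mM NaCl, 5 uM MgCl2, 0.05% BSA, 1 mM DTT. OMFP (added at 50 uM) then reacted 10 min; fluorescence read at 485/525 nm.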
BCR signal inh – blocks chronic active B-cell receptor signaling | ABC-DLBCL IkBa-CBG/CBR reporter, luminescence ratio, 4 h | Potency, µM (highest dose often 46.1 µM), for inactives: top-dose ratio change, negative = lower green/red ratio, usual class: inhibitors | 0.05% of 340,000 active | AID 493014; active = well fitted inhibition curve with a large enough effect in the signal ratio, with a control signal flat, not every such curve was filed as active; inconclusive = small, poorly fitted or top-dose-only effect, or effect the other way, or a change in a side signal; the % refers to the signal ratio;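 also: potency is read from the fitted curve at half-maximal effect; plate controls were basal doxycycline-induced cells for no effect and cells given 10 µM MG132 for full effect; MG132 reads +100%, hits lower the ratio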
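Doxycycline induced both beetle luciferases in TMD8 lymphoma cells; IKK-driven degradation limits the IkappaBalpha-fused green signal, while red luminescence normalises for cell number and nonspecific effects. Compounds tested up to 46 uM, 4 hrs.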
uPA surface inh – inhibitors of cell surface uPA generation | 0.31% of 330,000 active | Potency, µM (series often up to 38.3 µM), for the others: top-dose activity change, negative = inhibition, most hits filed as inhibitors | cell surface uPA generation assay, qHTS; active = well fitted inhibition curve with a large enough effect; inconclusive = small, poorly fitted or top-dose-only effect; inactive = no such curve, though single readings can be large or run the other way; tested in mouse RAW 264.7 cells; also: potency is read from the fitted curve at half-maximal effect; % is scaled to controls: 0 for no effect and ±100 for the full control effect; nearly all actives have a fitted effect of over 55% in size
Mito fusion yeast – mitochondrial division inhibition or fusion activation; S. cerevisiae fusion-defective mutant growth rescue, CellTiterGlo 48 h; AID 485298; Potency, µM (doses to about 46.1 µM), without a hit: at the top dose growth rescue (activation), actives largely listed as activators; 0.23% of 320,000 active;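 also: potency is read from the fitted curve at half-maximal effect; % of control where 0% means no effect; nearly all actives have a fitted effect of over 45% in size; temperature-sensitive fusion mutants such as fzo1-1 at 37 °C on non-fermentable ethanol glycerol medium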
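Temperature-sensitive fusion-defective S. cerevisiae (e.g. fzo1-1, mgm1-5) were grown with compound in YPEG medium (3% ethanol, 3% glycerol) for 48 hours at 37C. Growth rescue was measured as viability by CellTiterGlo luminescence after 10 minutes at ambient.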
Starred values were filed as active, the others as inactive; ? = inconclusive; / = not tested or not shown; [ ] = dose if it differs, or a comment. Unless noted, calls follow the shape of the dose curve; as a rule, active = well fitted curve in the direction sought with a large enough effect; inconclusive = small, poorly fitted or top-dose-only effect, or another doubt; inactive = no such curve, though single readings can be large; an effect the other way counts as inactive or inconclusive. Outcome played no part in choosing rows; any-hit rate near 3%.

SMILES | ELG1 DNA repair | TSHR antag | TCR activator | TSG101-PTAP inh | Tb PFK inh | B2AR arrestin | USP2a inh | Eya2 inh | BCR signal inh | uPA surface inh | Mito fusion yeast
COc1cc(CN2CCCC(C(=O)c3ccc(C(C)(C)C)cc3)C2)cc(OC)c1O (configuration not stated) | -8% | 0 | -4% | -7% | 1% | -0.3% | 3% | 2% | -9% | 4% | -7%
Cc1nc(SC(C)C(=O)NCc2ccc3c(c2)OCO3)nc(C)c1C (configuration not stated) | 4% | 6 | 5% | -2% | -11% | -0.1% | 3% | 8% | -1% | 15% | /
CCN=C1S/C(=C\c2ccc(OCC)c(OC)c2)C(=O)N1CC | ? | -32 | 2%[46.1 µM] | -4% | -1% | -0.5% | 2% | 4% | 12% | -5% | 17%
CNC(=O)NC(=O)C(C)OC(=O)c1c2c(nc3ccccc13)/C(=C/c1cccs1)CC2 (configuration not stated) | 9.2µM* | 0 | -6%[46.1 µM] | ? | 0% | 0.0% | 3% | -3% | 9% | -1% | 12%
CC1CCCCN1CCNC(=O)CCc1nnc2n(Cc3ccccc3)c(=O)c3ccccc3n12 (configuration not stated) | 0% | 12 | 11% | -4% | 2% | 0.4% | 0% | -11% | 20% | -20% | 2%
O=C(c1cccc(Cl)c1)N(Cc1ccco1)C1CCS(=O)(=O)C1 (configuration not stated) | -3% | -5 | -7% | -4% | -3% | -0.1% | 5% | 0% | -13% | 0% | 2%
COc1ccc(S(=O)(=O)N2CCN(C(=O)CCc3c[nH]c4ccccc34)CC2)cc1 | ? | -2 | 57% | -4% | -4% | -0.2% | 1% | -18% | 3% | -22% | 2%
CC(C)Cc1cc(C(=O)NCc2cccs2)no1 | ? | 2 | -3% | -2% | -9% | -0.1% | 4% | 10% | ? | -3% | 1%
C/C(NC(=O)c1ccccc1F)=C1\C(=O)C[C@@H]2[C@H]1C2(C)C | ? | -12 | 8% | 1% | 2% | 0.0% | -2% | -6% | 10% | -2% | 12%
O=C1C=C(c2cnc3ccccc3c2)C[C@@H](c2ccc3c(c2)OCO3)C1 | ? | -20 | 9% | -1% | -3% | -0.1% | 1% | -3% | ? | 4% | ?
COc1cccc(CNS(=O)(=O)c2cc3c(cc2C)n(C)c(=O)c(=O)n3C)c1 | 5% | -5 | -2% | -3% | 0% | -0.3% | 0% | 10% | -14% | 2% | 1%
CCCCN(C(=O)c1nn(C)c(=O)c2ccccc12)c1c(N)n(CCC)c(=O)[nH]c1=O | 22% | 26 | 1% | -1% | -6% | 0.0% | 0% | 21% | -2% | -36% | -1%
Cc1ccc(CS(=O)(=O)c2ncc(Cl)c(C(=O)Nc3nnc(C)s3)n2)cc1 | ? | -7 | 0% | -9% | 0% | -0.6% | 4% | 5% | ? | ? | -21%
O=C(COc1ccc(F)cc1)NC1CC1 | 13% | -9 | -2% | 0% | -3% | 0.4% | 0% | -10% | 1% | 4% | -2%
COc1ccc(OC)c(NC(=O)CN2C(=O)CSc3ccc(S(=O)(=O)N4CCCC4)cc32)c1 | -2% | -6 | 4% | -5% | -7% | -0.7% | -1% | 3% | 0% | -5% | -9%
O=C(COC(=O)/C=C/c1ccco1)Nc1ncc(C(F)(F)F)cc1Cl | 0% | -6 | 1%[46.1 µM] | -1% | 17µM* | -0.7% | 7% | 1% | 8% | 1% | -5%
CN1C(C(=O)NCc2cccc(C(F)(F)F)c2)CC2Cn3c(nc4ccccc43)C21 (configuration not stated) | -3% | -4 | 1% | -1% | -5% | 0.2% | -13% | 11% | -1% | 9% | -47%[inhibitor]
O=C(c1cccc([N+](=O)[O-])c1)N1CCOCC1 | 14% | 8 | -1% | 1% | -1% | -0.8% | -2% | -3% | -1% | 2% | 1%
COc1ccc(OC)c(S(=O)(=O)n2c([N+](=O)[O-])cnc2C)c1 | -2% | -3 | / | 0% | 1% | 0.3% | -2% | 6% | 4% | -1% | 2%
NC(=O)C1CCN(c2ccc(S(=O)(=O)N3CCCCC3)cc2[N+](=O)[O-])CC1 | -29% | -7 | 3%[46.1 µM] | 2% | 2% | -0.4% | 3% | -10% | -9% | -2% | /
COc1ccc2nc(N/C(N)=N/C(=S)Nc3c(C)cccc3C)nc(C)c2c1 | -4% | 36 | 1% | -9% | -4% | 0.2% | -2% | ? | -1% | ? | -4%
Cc1cc(C)n(-c2ccc(C(=O)OCc3nnc(-c4ccccc4)o3)cc2)n1 | ? | -6 | -4% | -4% | 1% | 0.1% | 1% | 12% | ? | -4% | -4%
CC(C)COc1nc2ccccc2nc1N1CCN(C)CC1 | -8% | 4 | -4% | -6% | -3% | -0.9% | -2% | 10% | -1% | -3% | -27%
O=C(CN1CCN(CCOCCO)CC1)N1c2ccccc2Sc2ccc(Cl)cc21 | -3% | -4 | 2% | 0% | -2% | -1.0% | 1% | -20% | -2% | 2% | -4%
CCCS(=O)(=O)N1CCN=C1SCc1cccc(C)c1 | ? | 3 | -9% | 0% | -2% | 0.1% | -1% | -8% | -17% | 2% | 16%
CCN(CC)C(=O)C1CCCN(c2ccc([N+](=O)[O-])cc2)C1 (configuration not stated) | -2% | 17 | 9% | 0% | 0% | 0.5% | -3% | 5% | 14% | -2% | 6%
CN(C)c1ccc(NC(=O)COC(=O)CCC(=O)c2ccc(F)cc2)cc1 | 3% | -9 | -40% | -4% | 3% | 0.2% | 1% | -12% | 5% | / | -4%
Cc1ccc(S(=O)(=O)NC(=O)NCCc2ccccc2)cc1 | ? | 2 | 4% | -4% | 1% | 0.2% | 1% | 0% | / | 1% | 2%
COc1ccc(Cc2nnc(N/N=C/c3ccccc3O)[nH]c2=O)cc1OC | 4.1µM* | -8 | 1%[46.1 µM] | -3% | 16% | 0.2% | 3% | 2% | ? | -5% | 1%
Cc1cc(C)cc(C(=O)Nc2ccc(N3CCN(S(C)(=O)=O)CC3)cc2)c1 | 22% | -9 | -6% | -1% | -4% | -0.4% | -2% | 0% | 1% | -9% | 6%
O=C(NCc1ccc2c(c1)OCO2)c1ccc(Cl)c(S(=O)(=O)NCc2ccccc2)c1 | ? | -2 | -1%[46.1 µM] | 5% | 1% | 8.7% | 1% | -4% | -1% | 6% | 3%
COc1ccc(CC(=O)Nc2ccc(-c3nnc(-c4ccccc4)o3)cc2)cc1OC | ? | 14 | / | / | 1% | -1.9% | 1% | 5% | ? | -1% | 5%
Nc1cccc2nc3ccccc3cc12 | 23µM* | -5 | -14% | -6% | -14% | -0.2% | -8% | ? | ? | ? | -21%
CC(NC(=O)CSc1ncccn1)c1ccc2c(c1)OCO2 (configuration not stated) | 5% | 0 | -2%[46.1 µM] | -2% | 1% | -0.1% | 3% | 0% | 1% | -4% | /
CN(c1ncc(C(F)(F)F)cc1Cl)N1C(=O)c2cccc(N)c2C1=O | 11% | 18 | 3% | -11% | -15% | -0.4% | 12% | -4% | -1% | 9% | -5%
CCOc1ccc(NC(=O)N2CCC(NC(=O)C(Cc3cccc(F)c3)NC(C)=O)CC2)cc1 (configuration not stated) | 1% | -2 | 6% | 1% | 1% | -0.3% | 1% | -7% | 9% | 1% | 1%
CCOC(=O)N1CCN(C(=O)c2ccc(NS(C)(=O)=O)cc2)CC1 | 3% | 1 | -16% | -11% | -1% | -0.4% | 3% | 1% | -15% | 0% | 2%
O=C(CN(Cc1ccccc1)C(=O)c1csnn1)NCc1ccc2c(c1)OCO2 | 8% | 10 | 9% | -3% | -17% | -0.2% | -1% | -11% | 7% | 7% | 3%
O=C1C2C3CCC(C3)C2C(=O)N1Cc1ccccc1 (configuration not stated) | 14% | -4 | -1%[46.1 µM] | -4% | 1% | -0.4% | 5% | 0% | 10% | -1% | 7%
CC(=O)Nc1ccc(S(=O)(=O)N2CCN(c3nc(NC4CCCC4)c4ccccc4n3)CC2)cc1 | 12% | -14 | 0% | -6% | 0% | 1.0% | -9% | -15% | -1% | -10% | 0%
CC(C)Cn1c(=O)oc2ccccc21 | -6% | 14 | 6% | 0% | -3% | -0.2% | 3% | 4% | -2% | -1% | -1%
